# Screens deposited in PubChem by several laboratories.
# STK33 inh = blocks human STK33 kinase activity. Q9BYT3. purified STK33, MBP phosphorylation, ADP-Glo luminescence. inhibition, % at 10 µM. actives 0.073% (n = 320,000). AID 2661;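 active = inhibition at or above 25%, using the most active replicate where run in duplicate; inactive = inhibition below 25%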
# Target sequence (Q9BYT3 whole entry, looked up): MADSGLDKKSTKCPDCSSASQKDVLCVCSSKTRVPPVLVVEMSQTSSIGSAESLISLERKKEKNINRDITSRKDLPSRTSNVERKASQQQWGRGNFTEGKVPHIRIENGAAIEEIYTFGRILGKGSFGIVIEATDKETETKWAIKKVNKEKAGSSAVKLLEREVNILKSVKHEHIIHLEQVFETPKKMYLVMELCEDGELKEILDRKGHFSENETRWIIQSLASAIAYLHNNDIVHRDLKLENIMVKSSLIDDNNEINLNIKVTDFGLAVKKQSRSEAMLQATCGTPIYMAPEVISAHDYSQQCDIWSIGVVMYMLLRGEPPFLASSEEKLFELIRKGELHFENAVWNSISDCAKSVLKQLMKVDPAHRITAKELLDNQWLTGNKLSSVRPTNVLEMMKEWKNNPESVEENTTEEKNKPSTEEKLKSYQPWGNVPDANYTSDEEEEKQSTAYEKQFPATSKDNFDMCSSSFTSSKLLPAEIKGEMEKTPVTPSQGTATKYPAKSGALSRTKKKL
# OX1R antag = OX1R (human) antagonism. AID 485270. O43613. OX1R-expressing cells, FRET antagonist read-out. inhibition, % at 6.6 µM. actives 1.8% (n = 330,000); in the data active = inhibition mostly above about 38%, no sharp cut-off; inactive = mostly below about 40%;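 also: 0% = agonist challenge alone and 100% = reference antagonist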
# Target sequence (O43613 whole entry, looked up): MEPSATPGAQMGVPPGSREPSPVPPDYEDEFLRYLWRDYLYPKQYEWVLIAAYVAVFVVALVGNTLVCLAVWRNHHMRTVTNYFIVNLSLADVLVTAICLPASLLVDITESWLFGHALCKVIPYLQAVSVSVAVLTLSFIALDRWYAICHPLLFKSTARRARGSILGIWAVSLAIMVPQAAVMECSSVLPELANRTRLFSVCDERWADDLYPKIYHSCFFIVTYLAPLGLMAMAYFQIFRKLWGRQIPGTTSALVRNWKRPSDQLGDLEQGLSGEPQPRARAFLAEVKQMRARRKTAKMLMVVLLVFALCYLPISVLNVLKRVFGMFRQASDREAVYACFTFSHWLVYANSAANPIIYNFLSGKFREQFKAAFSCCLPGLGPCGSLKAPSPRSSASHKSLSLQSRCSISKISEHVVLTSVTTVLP
# Numbers without * were called inactive; x = not tested or not shown.
SMILES,STK33 inh,OX1R antag
O=C(/C=C/Nc1cccc([N+](=O)[O-])c1)c1ccco1,-0.1,10
COc1cccc(-c2nn3c(-c4ccco4)nnc3s2)c1,1.1,26
CCN(CC(=O)NC1CCS(=O)(=O)C1)C(=O)c1cc(OC)c(OC)c(OC)c1 (stereo not drawn),-0.7,6
O=C(NNC(=S)NC(=O)c1cccnc1)c1ccccc1,-0.3,24
O=C(O)COc1ccc(/C=N/Nc2nc(Nc3ccccc3)nc(N3CCCCC3)n2)cc1,0.2,0
COc1ccc(/C=C/C(=O)Nc2ccc(C34CC5CC(CC(O)(C5)C3)C4)cc2)cc1OC,1.3,19
O=c1cc(N2CCc3ccccc3C2)[nH]c(=O)n1-c1ccc(Br)cc1,-0.9,4
O=C(CNC(=O)C12CC3CC(CC(C3)C1)C2)NC1=NCCS1,-0.3,14
O=C(CN1C(=O)CSC1=O)NCc1ccccc1,-0.2,17
CCN(CC)C(=O)COc1ccc(C=O)cc1OC,-1.6,25
CC(C)=CCC[C@](C)(OC1OC(COC2OCC(O)C(O)C2O)C(O)C(O)C1O)C1CC[C@]2(C)C1C(O)CC1[C@@]3(C)CCC(O[C@@H]4O[C@H](CO)C(O)C(O)C4O[C@@H]4OC(CO)C(O)C(O)C4O)C(C)(C)C3CC[C@]12C (stereo partly drawn),0.4,14
O=C(NCC1CCCO1)C(=O)c1c[nH]c2ccccc12 (stereo not drawn),-1.0,6
CCOC(=O)c1sc2cc([N+](=O)[O-])cc(SCCO)c2c1N,-1.0,13
COc1ccc(S(=O)(=O)N2CCC(C(=O)Nc3c(F)cccc3F)CC2)cc1,-1.3,0
Cc1ccc(CNC(=O)CNC(=O)c2ccco2)cc1,-0.9,-5
CCOc1ccc(NC(=O)CN(C)C(=O)Cc2ccsc2)cc1OCC,-1.3,2
CCn1cc(/C=N\NC(=O)c2cc(-c3ccccc3OC)nc3ccccc23)c(C)n1,-0.7,16
COC(=O)c1nnn(-c2nonc2N)c1CN1CCCC1,-0.8,-8
Cc1ccc(NC(=O)CCC(=O)c2cccs2)cc1F,-1.0,18
COc1cccc(C2=NOC(C(=O)N3CCN(Cc4ccccc4)CC3)C2)c1OC (stereo not drawn),-1.3,-2
COc1cccc(/C=C2\SC(=S)N(CCCC(=O)N3CCCCC3)C2=O)c1,0.8,22
NC(=O)NC(=O)COC(=O)CCCSc1nc2ccccc2s1,0.0,22
O=C(OCn1nnc2ccccc2c1=O)c1cc2ccccc2o1,0.7,17
COc1ccc(CCNC(=O)CSc2nnnn2-c2ccc(OC)c(OC)c2)cc1OC,0.6,11
CCOC(=O)c1nnc2cc(-c3ccc(Br)cc3)nn2c1C,0.2,26
O=C(CSc1nnc(-c2cccs2)o1)OC1CCCCC1,0.1,1
COc1ccccc1C1CC(=O)Oc2cc(OC)c(OC)c(OC)c21 (stereo not drawn),x,13
CCC(=O)NCCc1nc2cc(NC(=O)c3cccc([N+](=O)[O-])c3)ccc2n1C,2.1,x
NNc1ccc2c(C(F)(F)F)cc(C(F)(F)F)nc2n1,2.8,14
NS(=O)(=O)c1ccc(N=Nc2c[nH]c(=O)c(O)c2)cc1,6.8,42*
CC(=O)NC1C(Oc2ccc(C)cc2)OC2COC(c3ccco3)OC2C1O (stereo not drawn),-2.0,17
CN(C)c1ccnc(Oc2ccc(Cl)cc2)c1C#N,-0.6,8
c1ccc(-c2ccc(Oc3cc(N4CCOCC4)nc(-c4ccccc4)n3)cc2)cc1,0.0,14
COc1cccc(CC(=O)NNC(=O)CN(C)S(=O)(=O)c2ccc(C)cc2)c1,0.5,3
CCCCOc1ccc(C(=O)NCC(=O)NNC(=O)c2ccco2)cc1,0.1,4
O=C(O)c1c(C(=O)O)c(-c2ccc(Cl)c(Cl)c2)n2c1CSC2,-0.6,5
CC(C)Nc1nc(NC(C)C)nc(OCCOC(=O)c2ccccc2)n1,-1.0,12
COc1ccc(C(=O)NN2C(=O)C3C(c4ccccc4)C=CC(c4ccccc4)C3C2=O)cc1 (stereo not drawn),-1.5,31
CN(C)c1ccc(Nc2ncnc3ccc(Br)cc23)cc1,3.4,27
Cc1ccc(S(=O)(=O)Nc2cc(C(=O)NCCN(C)C)ccc2N2CCCC2)cc1,1.1,6
CCOC(=O)C(CCCOc1cccc(CC)c1)C(=O)OCC,-0.8,4
O=C(COc1ccccc1Br)NC1CC1,1.6,-10
Cc1c(C)c2ccc(OC(C)C(=O)N3CC[C@@]4(O)CCCC[C@H]4C3)cc2oc1=O (stereo partly drawn),-1.7,15
CCC(=O)N1CCC(NC(=O)Nc2ccc(OC(F)(F)F)cc2)CC1,-0.1,-2
CCOC(=O)CSc1nc(C)cc(Oc2ccc(=O)n(C)n2)n1,0.7,16
CCCCn1c(O)c(/C=C/C=C/C=Nc2ccccc2)sc1=S,3.9,7
COc1ccc(C(=O)COC(=O)CCC(=O)Nc2ccc(C(C)=O)cc2)cc1,-0.9,3
Cc1ccc2c(Cl)cc(Cl)c(OCC(=O)Nc3ccc(C)c(S(=O)(=O)N(C)C)c3)c2n1,-1.1,17
Cc1ccc(N(Cc2ccccc2)C(=O)c2cc(S(=O)(=O)N3CCOCC3)ccc2Cl)cc1,x,23
Cc1cc(C)c([N+](=O)[O-])cc1-c1ccc(/C=N/c2c(-c3ccco3)nc3ccccn23)o1,1.3,20
CS(=O)(=O)Nc1ccc(C(=O)Nc2ccc(S(=O)(=O)N3CCCCC3)cc2)cc1,1.1,x
CCOC(=O)c1ccc(NC(=O)c2cc3c(C)nn(-c4ccccc4Cl)c3s2)s1,-1.4,10
COc1ccc(S(=O)(=O)N2CCN(C(=O)Cc3cccs3)CC2)cc1,-0.7,16
O=C1c2ccccc2C(Nc2ccc3c(c2)OCO3)N1Cc1ccco1 (stereo not drawn),-1.2,20
O=C(COC(=O)c1cc(=O)[nH]c(=O)[nH]1)NCc1ccccc1,-0.5,9
O=C(CN1C(=O)NC2(CCCC2)C1=O)N1CCN(S(=O)(=O)c2ccc(Cl)c(C(F)(F)F)c2)CC1,-1.7,14
O=C(CCc1cccc(Cl)c1)NC1CCCN(Cc2ccccc2F)C1 (stereo not drawn),-0.9,9
N/C(=N\OC(=O)Nc1ccc(Cl)c(Cl)c1)c1ncc(C(F)(F)F)cc1Cl,-1.2,7
CCCn1cccc(C(=O)Nc2ccc(OC)cc2)c1=O,0.9,13
CC1=C/C(=N\N=C2\NC(=O)C(CC(=O)Nc3ccccc3)S2)CC(C)(C)C1 (stereo not drawn),x,9
# More structures follow:
SMILES,STK33 inh,OX1R antag
CC(NC(=O)OCc1ccccc1)C(=O)NCC(=O)NC(Cc1ccc(OC(C)(C)C)cc1)C(=O)OC(C)(C)C (stereo not drawn),0.8,17
O=C(COC(=O)CNC(=O)c1ccc(Cl)cc1Cl)NC1CC1,-0.3,4
O=C(O)C1CCN(C(=O)CCc2ccccc2)CC1,-0.8,7
Cc1cc(C)nc(SCc2ccc(C(=O)NN=C3CCCC3)cc2)n1,0.8,18
CCN(CC)CCSc1nc(O)c(-c2ccccc2)c(=O)n1-c1ccccc1,0.1,7
COc1ccccc1CNC(=O)CNC(=O)c1ccc(Br)o1,0.2,-3
COc1ccc(C(=O)Nc2cccc(-c3csc(C)n3)c2)cc1S(=O)(=O)N1CCCC1,-0.4,9
COC(=O)c1[nH]c2ccc(C)cc2c1NC(=O)Nc1ccc(OC)cc1,-1.2,-1
CC12CCC(C/C1=N\N=C1\NC(=O)/C(=C\c3ccc(Cl)cc3)S1)C2(C)C (stereo not drawn),-0.9,-1
CC(NC(=O)c1ccccc1NC(=O)CSc1nnnn1C)c1ccccc1 (stereo not drawn),-1.7,27
O=C(NCc1cccs1)c1cnc2sccn2c1=O,0.0,8
CC1(C)OC2OC(COC(=O)c3ccccc3)C3OC(C)(C)OC3C2O1 (stereo not drawn),-0.1,21
CS(=O)(=O)c1ccc(C(=O)NCC2(N3CCOCC3)CCCCC2)cc1,0.6,0
Cc1c(C(=O)Nc2cccc(Cl)c2)cn2c(nc3ccccc32)c1C#N,-0.3,7
COC(=O)C1=C(C(=O)OC)C2C(C)=CC(C)=CN2C(C(=O)OC)=C1C(=O)OC (stereo not drawn),-0.9,24
CCOC(=O)c1c(C)nc2sc(C(=O)Nc3ccc(OC)cc3)c(N)c2c1-c1ccc(OC)cc1,-0.6,7
CCOC(=O)Nc1ccc2c(CN3CCN(S(=O)(=O)c4ccc(C(C)C)cc4)CC3)cc(=O)oc2c1,1.9,5
Nc1ccc(C(=O)N2CCN(S(=O)(=O)c3ccc(Cl)cc3)CC2)cc1[N+](=O)[O-],-3.6,23
O=C(O)c1cccc(COc2ccccc2Cl)c1,0.9,0
CC(CN1CCC(O)CC1)c1ccccc1 (stereo not drawn),-0.2,6
CNc1nc(NCCOC23CC4CC(CC(C4)C2)C3)nc(OCC(F)(F)F)n1,-1.7,24
CCS(=O)(=O)N1CCN(c2cnn(-c3ccccc3)c(=O)c2Cl)CC1,1.1,29
COc1cc(OC)c(NC(=O)C2CCCO2)cc1Cl (stereo not drawn),-0.6,44
c1ccc(CN(Cc2ccccc2)Cc2nnc(-c3cc4ccccc4[nH]3)s2)cc1,-0.2,6
CC(=O)Nc1ccc(NC(=O)CSc2ncnn2-c2ccccc2)cc1,-0.3,19
CCCOc1ccc(N2C(=O)CC(N(CCC)C(=O)CCC(=O)O)C2=O)cc1 (stereo not drawn),x,16
CSc1cccc(NC(=S)NC(=O)CCc2ccccc2)c1,-1.9,24
CNC(=O)C(=O)Nc1nc(C23CC4CC(CC(C4)C2)C3)cs1,6.6,10
CCCCc1ccc(NS(=O)(=O)c2cccs2)cc1,-0.8,0
CC[C@]12c3[nH]c4ccccc4c3CCN1C(=O)C(CC(=O)NCCN1CCOCC1)C[C@@H]2C(=O)N1CCN(C(=O)C2CC2)CC1 (stereo partly drawn),1.4,10
CC(=O)N(c1ccccc1C)S(=O)(=O)c1ccc(Cl)cc1,-0.9,8
Cc1cc(C)nc(N2CCCC(C(=O)NCc3ccc4c(c3)OCO4)C2)n1 (stereo not drawn),-1.2,17
COc1ccc(NC(=O)CSc2nc3c(c(=O)n2C)SCC3)cc1OC,-0.5,3
NC(=O)c1ccc(N2CCCCC2)c(N2C(=O)C3C4C=CC(C4)C3C2=O)c1 (stereo not drawn),-1.1,25
O=C(CCc1nc2ccccc2[nH]1)Nc1ccc2c(c1)OCO2,0.2,11
Cc1ccc2nc(Nc3ccccc3)c(/C=N/O)c(=O)n2c1,0.7,98*
Cc1ccc(S(=O)(=O)Nc2ccccc2CNc2ccccn2)cc1,2.5,13
COc1cccc(-n2nnc3c(=O)n(CC(=O)Nc4ccccc4C)cnc32)c1,0.3,16
O=C(Cn1cnc2cc([N+](=O)[O-])ccc2c1=O)Nc1ccc(N2CCOCC2)cc1,-1.6,27
Cc1ccc(Sc2nc(C)c([N+](=O)[O-])c(C)c2C#N)cc1,-0.4,-2
CCOc1cc(C(=O)OCC(=O)Nc2cccc(C)c2)ccc1OCC(=O)N1CCOCC1,-0.6,8
O=C(CCc1nnc2n(Cc3ccc(F)cc3)c(=O)c3ccccc3n12)NCCCN1CCOCC1,-2.7,15
CC(=O)c1c(-c2ccc(Cl)cc2Cl)noc1C,-0.9,11
O=C(CCC(=O)N1CCN(c2ccccc2F)CC1)N1CCN(c2ccccc2)CC1,-1.8,13
O=C(NC(=S)NCc1ccc2c(c1)OCO2)c1ccccc1,x,15
Cc1ccc(-c2n[nH]c(=S)n2/N=C/c2cc3c(cc2[N+](=O)[O-])OCO3)cc1,-0.7,6
O=S(=O)(c1ccc(Cl)nc1)N1CCN(c2ncccn2)CC1,-1.0,6
Cc1ccccc1Nc1c(-c2ccccn2)nc2c(C)cccn12,0.5,-5
Cc1nn(Cc2ccccc2)c(C)c1NC(=O)CCCn1nc(C)c([N+](=O)[O-])c1C,0.4,5
COc1ccc(-c2cc(C(F)(F)F)n3nc(N)nc3n2)cc1,-0.7,20
C=CCC(=O)OCC(=O)Nc1ccc(Cl)cn1,-2.0,12
N#CC1=C(N)SC(N)=C(C#N)C1CCc1ccccc1,1.4,37
CC1Oc2ccccc2N(Cc2ccccc2F)C1=O (stereo not drawn),-1.0,2

# Not a hit list. Share with any hit: about 1.8%.
